# Screening data from PubChem BioAssay.
# Pf apPOL inh – Pf-apPOL DNA polymerase inhibition; inhibition, % at 10 µM; AID 1794808; Recombinant Pf-apPOL, molecular beacon fluorescence, 1.5 h; 210,000 tested, 0.25% active
# mHTT-CaM PPI inh – disrupts binding of mutant huntingtin to calmodulin; inhibition, % at 15 µM; 190,000 tested, 3.6% active; AlphaScreen His-mHTT/GST-CaM binding, luminescence;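 further: 0% = both proteins with DMSO and 100% = one protein alone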
# * = called active by the depositor; i = inactive; / = no result given; & = joins results of further samples. No stated cut-off is given here; in the data, active means inhibition above about 50%; inactive means the rest. This is a random part of the collection. Share with any hit: about 3.5%.
SMILES,Pf apPOL inh,mHTT-CaM PPI inh
N#Cc1ccc(C(=O)Nc2cc(F)c3nc(N4CCCC4)ccc3c2)cc1,4,12
O=C(NCCSCc1cccc(C(F)(F)F)c1)N1CCSCC1,-16,/
C=C(C)COc1ccc2c(c1)OC(=Cc1ccc(OC)c(OC)c1)C2=O,0,-50
Cc1ccc(CC(=O)N2CC(C)C(c3nc(-c4cccnc4)no3)C2)cc1 (stereo not given),-4,9
COCCNC(=O)c1cn2cc(C)ccc2n1,-5,-8
CN(C)S(=O)(=O)c1ccc(C(=O)N2CCC(c3nnc(-c4ccco4)o3)CC2)cc1,-3,-11
CCc1cc2c(=O)c(Oc3ccccc3F)c(C)oc2cc1OCC(=O)O,1,-1
Cc1noc(C2CN(C(=O)c3cccn3C)CC23CCOCC3)n1 (stereo not given),-6,2
COc1cccc(S(=O)(=O)N2CCN(C3=CC4=NC(C)CN4C=N3)CC2)c1 (stereo not given),-2,6
O=[N+]([O-])c1cc(S(=O)(=O)N2CCCCC2)ccc1N1CCCCC1,0,38
Cc1cccc2c(C(N)=O)c3c(nc12)CCC3,16,4
CC1(C)OC(=O)C(=CNC(CC(N)=O)C(=O)O)C(=O)O1 (stereo not given),-6,-2
CCOC(=O)C1CCC(CNC(=O)N2CCn3c(C)ccc3C2CC)CC1 (stereo not given),-5,1
Cc1cccc(-c2nccc(C3CCCN(C(=O)c4ccccc4F)C3)n2)c1 (stereo not given),0,-5
C=C(C)COc1cc(O)c2c(=O)cc(-c3ccccc3)oc2c1,15,-1
COc1ccccc1CCC(=O)N1CCCN(c2ncccc2-c2nc(C3CC3)no2)CC1,-2,-27
COc1ccc(Br)cc1C1=N/C(=C/c2ccccc2F)C(=O)O1,-3,-2
CC(C)CCOc1ccc(C(=O)Nc2sc3c(c2C#N)CCC3)cc1,-4,0
CCC1(C)Cc2c(sc3nc(SCC(N)=O)[nH]c(=O)c23)CO1 (stereo not given),-15,3
Cc1ccc(S(=O)(=O)N2CCCCC2)cc1[N+](=O)[O-],0,2
COc1ccc2c(c1C)OC(=Cc1ccc3c(c1)OCO3)C2=O,-6,-4
O=C(CN1N=NC2C(=O)N(c3ccccc3)C(=O)C21)Nc1cc(F)ccc1F (stereo not given),0,-2
O=C(O)c1c(F)c(F)c(F)c(F)c1Cc1ccccc1,-3,-6
COc1ccc(NC(=O)C2CCN(c3nccnc3Oc3ccc(C)cc3)CC2)cc1F,2,-2
CC(C)Nc1nc(NC(C)C)nc(Oc2ccc(/C=N/O)cc2)n1,10,i

# A different layout for some results above.
# Screens in order: Pf apPOL inh, mHTT-CaM PPI inh
O=C(NCCSCc1cccc(C(F)(F)F)c1)N1CCSCC1
  -16, /
C=C(C)COc1ccc2c(c1)OC(=Cc1ccc(OC)c(OC)c1)C2=O
  0, -50
Cc1ccc(CC(=O)N2CC(C)C(c3nc(-c4cccnc4)no3)C2)cc1 (stereo not given)
  -4, 9
COCCNC(=O)c1cn2cc(C)ccc2n1
  -5, -8
CN(C)S(=O)(=O)c1ccc(C(=O)N2CCC(c3nnc(-c4ccco4)o3)CC2)cc1
  -3, -11

# Next part
SMILES,Pf apPOL inh,mHTT-CaM PPI inh
C=C(C)COc1ccc2c(c1)OC(=Cc1cccs1)C2=O,-8,1
COC(=O)c1ccc2ccccc2c1OC1OC(COC(C)=O)C(OC(C)=O)C(OC(C)=O)C1NC(C)=O (stereo not given),0,8
CC(C)CC1CC(C)(c2csc(N)n2)OC1=O (stereo not given),-1,-1
O=C(CC1CCCCC1)Nc1ncn[nH]1,-2,8
COC(=O)C1=C(C)NC(C)=C(C(=O)OCCN(C)Cc2ccccc2)C1c1cccc([N+](=O)[O-])c1 (stereo not given),7,/
O=C1OC([N+](=O)[O-])Cc2ccccc21 (stereo not given),-5,/
Cc1nc2cccnc2n1C1CCN(S(=O)(=O)c2cccnc2)C1 (stereo not given),-5,2
O=C(CC(c1ccccc1)c1ccccc1)N(Cc1ccsc1)Cc1ccccn1,-7,18
CN(N)c1nc(N2CCCCC2)nc(N2CCCCC2)n1,6,-2
CCc1nnc(NS(=O)(=O)c2ccc(N=CC3=C(O)CC(C)(C)CC3=O)cc2)s1,-7,1
O=C1C(c2nc3ccccc3[nH]2)=C(O)c2ccccc21,-4,-8
CS(=O)(=O)N1CCCc2ccc(NC(=O)C(=O)NCCC3=CCCCC3)cc21,-7,-2
O=C(Nc1ccc2ccccc2n1)c1ccc2c(c1)OCC2,-25,/
O/N=C/c1cn(-c2ccccc2)nc1-c1cc2ccccc2o1,-2,i
Cc1ccc(C(C)C)c(OCC(O)Cn2nc(C)c(Br)c2C)c1 (stereo not given),-5,-17
N#Cc1nc(-c2ccccc2)oc1NCCCn1ccnc1,-2,4
O=C(CNCCO)NC1C2CC3CC(C2)CC1C3 (stereo not given),-14,-5
CC(C)c1cc(=O)[nH]c(C(C)C)n1,3,2
CCC1c2ccc(C)n2CCN1C(=O)Nc1cc(Cl)ccc1C (stereo not given),3,-3
Cn1c(=O)c(-c2ccc(C(=O)NC3CCCCCC3)cc2)nc2ccccc21,1,-6
OCCN1CCN(C2CCCCCCC2)CC1,-5,6
O=C(c1ccccc1Cl)N1CCc2c(nc(-c3ccc(F)cc3)[nH]c2=O)C1,-3,2
Cc1ccc(NC(=O)CN2CCC(c3nc(-c4cccs4)no3)CC2)c(Cl)c1,-5,-5
COc1cccc(OC)c1C(=O)N1CCN(Cc2ccccn2)CC1,1,5
O=C(NCCN1CCOCC1)c1cc2nc3c(c(C(F)(F)F)n2n1)CCc1ccccc1-3,-11,9
# Additional entries
SMILES,Pf apPOL inh,mHTT-CaM PPI inh
Cc1ccc(-c2ccnc3c(C(=O)NC4CC4)cnn23)cc1C,7,0
Cc1cc(C)cc(C(=O)N2CC3CC(NC(=O)c4cccnc4)C2C3)c1 (stereo not given),-3,3
Cc1ccc(CN2CC34C=CC(O3)C(C(=O)NC3CCCCC3)C4C2=O)cc1 (stereo not given),-1,3
COc1ccc(OC)c(NC(=O)CN2C(=O)C(c3ccc(Cl)cc3)=NC2(C)C)c1,-7,4
CCc1nc(-c2cccnc2N2CCCC(C(=O)NCc3cc(C)ccc3C)C2)no1 (stereo not given),0,6
CSc1ccccc1C(=O)Nc1ccc2c(c1)C(=O)N(C)CCO2,-8,-11
COc1ccccc1C(=O)Nc1ccc([N+](=O)[O-])cc1C,-25,-6
O=C(NCCSc1c(-c2ccc(F)cc2)[nH]c2ccccc12)c1ccco1,-3,21
CCc1cccc(C)c1NC(=O)c1cc(S(=O)(=O)N2CCC3(CC2)OCCO3)ccc1F,-15,-2
COC(=O)c1ccccc1NC(=O)N1CC(C)Oc2ccc(C)cc21 (stereo not given),-4,-34
Cc1noc(C)c1S(=O)(=O)N1CC2CC1CC2NC(=O)c1ccccc1 (stereo not given),-1,1
CCC(=O)N1CCN(C(=O)CC)C1c1ccccc1,2,-3
O=C(Nc1c(C(=O)Nc2cccnc2)cnn1-c1ccccc1)c1ccccc1,4,4
O=C(Nc1ccc(NC(=O)c2ccc(Cl)cc2Cl)cc1)c1ccc(Br)o1,-9,-4
CC(C)CCC(=O)N1CC(c2nc(-c3cccnc3)no2)C2(CCOCC2)C1 (stereo not given),8,3
COc1cccc(NC(=O)C2CCN(c3c(C#N)cnc4ccc(C)cc34)CC2)c1,-1,2
CCCOc1ccc(CN2CCCC2c2c(C)noc2CC)cc1OC (stereo not given),-1,-21
CC(C)CNC(=O)C1CCN(c2ccc(F)c(Cl)c2)C1=O (stereo not given),0,0
N/C(Cc1cccs1)=N\OC(=O)C12CC3CC(CC(C3)C1)C2,-18,i
COc1ccc(Cl)cc1S(=O)(=O)N1CCC(c2cc3n(n2)CCCNC3=O)CC1,4,17
C=CCSc1n[nH]c(C(C)(C)C)n1,-20,/
CC(C)C(=O)NCCc1csc(C2CCCN(C(=O)c3ccc(C#N)cc3)C2)n1 (stereo not given),-2,1
CCN1C(=O)CCc2cc(NC(=O)c3cccc(C(F)(F)F)c3)ccc21,-10,0
Cc1c(C)c(C)c(C(=O)c2ccccc2C(=O)Nc2c(F)cccc2F)c(C)c1C,5,/
Cc1cccc(-c2nsc(SCC(=O)Nc3ccc(F)cc3F)n2)c1,-7,-12
# Carrying on:
SMILES,Pf apPOL inh,mHTT-CaM PPI inh
O=C(NCC1CC1)C1CCN(c2cc(N3CCCCC3)ncn2)CC1,-3,-3
C[C@H]1COc2cccc(N3CCSCC3)c2S(=O)(=O)N1C,-2,-12
O=S(=O)(Cc1ccccc1)NCC1CCCO1 (stereo not given),-5,-1
Oc1ccc2ccccc2c1SSc1c(O)ccc2ccccc12,0&2,100*
O=C(Nc1ccc(F)c(Cl)c1)c1cn2c(n1)CCCC2,-4,-7
COC(=O)NC1CCC(NC(=O)OC)CC1 (stereo not given),-1,-12
Cc1ccc(C(NC(N)=O)c2cccc(F)c2)cc1 (stereo not given),4,-10
Cc1ccc(OCC(=O)Nc2cc(-c3nc4ncccc4o3)ccc2C)cc1,0,-4
Cc1cc([N+](=O)[O-])nn1CCCC(=O)Nc1ccc(F)c(Cl)c1,-5,-5
CCNc1cc(N2CCC(CCC(=O)NCc3cccc(C)c3)CC2)ncn1,-3,8
CCN(CC)C(=O)Cn1nc(C)c2ccccc2c1=O,-3,0
CCOc1ccc(C(=O)N2CCC(n3c(-c4ccco4)nc4cccnc43)C2)cc1 (stereo not given),-2,1
O=C(c1ccc(F)cc1)N1CCN(Cc2ccc([N+](=O)[O-])cc2)CC1,-3,-2
CC(=O)NCCCNc1ccc([N+](=O)[O-])cc1,-3,3
O=C(c1cccs1)N1CCC(c2nncn2-c2ccccc2)CC1,3,-6
COc1ccc(C(=O)O/N=C2\CCCc3nonc32)cc1,0,i
CS(=O)(=O)N1CCC(Cn2c(C(F)(F)F)nc3ccccc32)CC1,-9,-14
CCN1c2cc(C(=O)NCc3ccccc3Br)ccc2C(=O)N2CCCCC21 (stereo not given),1,-16
CC(=O)N1CCc2cc(Br)cc(S(=O)(=O)CC(=O)Nc3cccc(C)c3)c21,-2,21
COc1ccc(/C=C2N=C(/C=C/c3ccccc3OC)OC/2=O)c(OC)c1,-3,-3
O=C(NCCc1cccc(Cl)c1)c1ccc(Br)o1,4,-6
CC(C)n1c(=O)c(NCc2ccccc2C(F)(F)F)nc2ccncc21,3,-8
O=C(NCCc1csc(-c2ccccc2)n1)C1CCCN1C(=O)c1ccco1 (stereo not given),-1,0
O=C(NCc1ccccc1C(F)(F)F)C1CCCN(c2cn[nH]c(=O)c2)C1 (stereo not given),-2,0
COc1ccc(OC)c(CN2CCN(C(=O)c3ccccc3)CC2)c1,-1,4

# Complete entries, quoted from the list:
# Record of CS(=O)(=O)N1CCC(Cn2c(C(F)(F)F)nc3ccccc32)CC1 = Pf apPOL inh: -9; mHTT-CaM PPI inh: -14
# Record of COc1ccc(C(=O)O/N=C2\CCCc3nonc32)cc1 = Pf apPOL inh: 0; mHTT-CaM PPI inh: i

# Molecules shown so far with a cyano group (5):
SMILES,Pf apPOL inh,mHTT-CaM PPI inh
N#Cc1ccc(C(=O)Nc2cc(F)c3nc(N4CCCC4)ccc3c2)cc1,4,12
CC(C)CCOc1ccc(C(=O)Nc2sc3c(c2C#N)CCC3)cc1,-4,0
N#Cc1nc(-c2ccccc2)oc1NCCCn1ccnc1,-2,4
COc1cccc(NC(=O)C2CCN(c3c(C#N)cnc4ccc(C)cc34)CC2)c1,-1,2
CC(C)C(=O)NCCc1csc(C2CCCN(C(=O)c3ccc(C#N)cc3)C2)n1 (stereo not given),-2,1

# The main list resumes, starting 2 compounds before the break.
SMILES,Pf apPOL inh,mHTT-CaM PPI inh
O=C(NCc1ccccc1C(F)(F)F)C1CCCN(c2cn[nH]c(=O)c2)C1 (stereo not given),-2,0
COc1ccc(OC)c(CN2CCN(C(=O)c3ccccc3)CC2)c1,-1,4
O=C(COc1ccccc1)Nc1ccc(Cl)cc1,-9,-10
O=C(Nc1cnc(N2CCCC2)nc1)C1CCCCC1,-2,-3
O=C1C(N2CCCN(S(=O)(=O)c3cccc(Cl)c3)CC2)CCN1Cc1ccccc1 (stereo not given),7,13
CC(C)c1nc(N2CCOCC2)c(C#N)c2c1CCCC2,-1,-18
Nc1ccc2oc(-c3ccc(Cl)cc3)nc2c1,4,-12
O=[N+]([O-])c1ccc(C=Nc2ccccc2-c2nc3ccccc3[nH]2)o1,0,28
O=C(COc1ccccc1[N+](=O)[O-])Nc1ccc(N2CCCC2)cc1,54*,34
CNCC(O)COc1cc(C)ccc1C(C)C (stereo not given),-3,-5
COc1ccc(Cl)cc1NC(=O)N1CCC(c2cc(N)on2)CC1,-1,-9
CNC(=O)c1ccc2c(c1)n(Cc1ccc(F)cc1)c(=O)c1ccnn12,-11,2
COc1ccc(C2C(C(=O)c3cccs3)=C(O)C(=O)N2CCN2CCOCC2)cc1OC (stereo not given),-12,-4
Cc1ccc(N2CCC(NC(=O)Nc3cc(C)cc(C)c3)C2=O)cc1 (stereo not given),-1,0
CCN(CC)c1ncnc2sc(C(=O)Nc3c(F)cccc3F)c(C)c12,1,8
COc1ccc(-c2nc(C(=O)N3CCOCC3)cs2)c(F)c1,-13,-3
CSC(NCc1cccnc1)=C(C#N)C(=O)C1CC1,-13,/
COc1ccc(C(CC(=O)N2CCCC2)c2c(OC)cc(OC)c3ccc(=O)oc23)cc1 (stereo not given),-1,44
COc1ccc(OC)c(-c2cn3ccn(-c4ccc(C)c(Cl)c4)c(=O)c3n2)c1,-4,27
Cc1ccc2ccc(C(Nc3ccccn3)c3cccnc3)c(O)c2n1 (stereo not given),-6,73*
Cc1nnc(-c2cc(C)n(CC(=O)Nc3cccc(F)c3)c2C)o1,1,3
c1ccc(CN2CCN(Cc3c[nH]c4ccccc34)CC2)nc1,2,0
Cc1cc(=O)[nH]c(SCC(=O)NC2CCCCC2)n1,2,0
Cc1sc2ncnc(N3CCCCC3)c2c1C(=O)NCc1ccc(F)cc1F,-2,1
COc1cccc(CNC(=O)COc2cc(C)nc(N3CCCC(C)C3)n2)c1OC (stereo not given),-11,-12
CCOC(=O)c1ccc(NC(=O)c2nc(-c3cnccn3)no2)cc1,-4,-8
C/C(=C\C(=O)c1ccc(C)cc1)Nc1ccccc1O,-1,26
Cc1cccc(Sc2nccnc2N2CCC(C(=O)NCc3ccccc3)CC2)c1,-1,-7
